# Bioassay records as filed in PubChem BioAssay.
# PLAP act: activators of human placental alkaline phosphatase. activation fold at 20 µM. AID 696. hit rate 1.2% among 96,000. P05187. purified PLAP enzyme, luminescent substrate read-out; hits give high values; in the data active = activation fold above about 2
# E coli WT exp: growth inhibitors of E. coli BW25113 wild type. OD600 absorbance. growth inhibition, % at 100 µM. hit rate 0.15% among 98,000;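 active = growth inhibition above about 50% at one test dose, limit read from the data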;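 note: growth measured after 20 h incubation at 37 °C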
# EphB4 antag: antagonists of human EphB4-ephrin-B2 interaction | AID 720 | inhibition, % at 7 µM | hit rate 0.15% among 97,000 | EphB4 LBD / TNYL-RAW-Alexa532 peptide, fluorescence polarization;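 active = inhibition above the screen-wide mean inhibition plus 3 SD, cut at about 15% in these data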;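 note: 0% = DMSO wells and 100% = excess unlabeled TNYL-RAW peptide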
# CYP2C9 activ: CYP2C9 (human) activation. P11712. recombinant CYP2C9, luciferin-H conversion, luminescence; hits give high values; factor 1 = untreated enzyme, 0 = blocked. activation factor at 5 µM. hit rate 1.4% among 96,000;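 active = activation factor of 2 or more for CYP2C9 at a 5 µM dose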;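 note: 0 = sulfaphenazole-blocked wells and 1 = vehicle-only wells; values of inactives mirror those of a sister screen read the other way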
# CYP2C19 inhib: inhibitors of human CYP2C19; inhibition, % at 5 µM; hit rate 21% among 96,000; AID 778; CYP2C19 Supersomes, luciferin-H EGE luminescence, 30 min; P33261;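 active = CYP2C19 inhibition above a set limit at 5 µM in the primary screen, cut at about 50% in these data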;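 note: plate controls were negative control wells for no effect and 2.5 mM tranylcypromine positive control for full effect; values of inactives mirror those of a sister screen read the other way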
# CYP2C9 inh: human CYP2C9 inhibition | P11712 | CYP2C9 Supersomes, luciferin-H conversion, luminescence | inhibition, % at 5 µM | hit rate 20% among 96,000;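 active = blocking of liver enzyme CYP2C9 beyond about 50% at 5 µM, limit read from the data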; note: values of inactives mirror those of a sister screen read the other way
# PostGolgi yeast: growth inhibition of a yeast mutant, post-Golgi transport screen. post-Golgi transport phenotypic cell assay. inhibition, % at 10 µM. hit rate 0.9% among 98,000; in the data active = inhibition above about 30%;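 note: yeast cells grown in 1536-well plates; yeast grown about 18 h at 30C before absorbance read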
# CYP2C19 activ: cytochrome P450 2C19 (human) activation; P33261; recombinant CYP2C19, luciferin-H EGE luminescence; hits give high values; 0 = fully inhibited enzyme, 1 = untreated enzyme; activation factor at 5 µM; 96,000 tested, under 10 active; AID 1025;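 active = activation factor of at least 2 at 5 µM in the primary screen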;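 note: 0 = wells with 2.5 mM tranylcypromine and 1 = vehicle-only wells; values of inactives mirror those of a sister screen read the other way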
# Pyk2 oligo antag: antagonists of human Pyk2 oligomerization; Q14289; Q293 cells, Pyk2 FERM NanoBiT luminescence; hits give low values; z-score (the deposit names both 25 µM and 10 µM); hit rate 0.83% among 99,000; AID 1347419;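 active = Z-score of -3 or lower, scaled per plate to the spread of control and sample wells; inactive = z-score above -3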;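 note: negative z-score means lost luminescence so less FERM oligomerization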
# Target sequence (Q14289 whole entry, looked up): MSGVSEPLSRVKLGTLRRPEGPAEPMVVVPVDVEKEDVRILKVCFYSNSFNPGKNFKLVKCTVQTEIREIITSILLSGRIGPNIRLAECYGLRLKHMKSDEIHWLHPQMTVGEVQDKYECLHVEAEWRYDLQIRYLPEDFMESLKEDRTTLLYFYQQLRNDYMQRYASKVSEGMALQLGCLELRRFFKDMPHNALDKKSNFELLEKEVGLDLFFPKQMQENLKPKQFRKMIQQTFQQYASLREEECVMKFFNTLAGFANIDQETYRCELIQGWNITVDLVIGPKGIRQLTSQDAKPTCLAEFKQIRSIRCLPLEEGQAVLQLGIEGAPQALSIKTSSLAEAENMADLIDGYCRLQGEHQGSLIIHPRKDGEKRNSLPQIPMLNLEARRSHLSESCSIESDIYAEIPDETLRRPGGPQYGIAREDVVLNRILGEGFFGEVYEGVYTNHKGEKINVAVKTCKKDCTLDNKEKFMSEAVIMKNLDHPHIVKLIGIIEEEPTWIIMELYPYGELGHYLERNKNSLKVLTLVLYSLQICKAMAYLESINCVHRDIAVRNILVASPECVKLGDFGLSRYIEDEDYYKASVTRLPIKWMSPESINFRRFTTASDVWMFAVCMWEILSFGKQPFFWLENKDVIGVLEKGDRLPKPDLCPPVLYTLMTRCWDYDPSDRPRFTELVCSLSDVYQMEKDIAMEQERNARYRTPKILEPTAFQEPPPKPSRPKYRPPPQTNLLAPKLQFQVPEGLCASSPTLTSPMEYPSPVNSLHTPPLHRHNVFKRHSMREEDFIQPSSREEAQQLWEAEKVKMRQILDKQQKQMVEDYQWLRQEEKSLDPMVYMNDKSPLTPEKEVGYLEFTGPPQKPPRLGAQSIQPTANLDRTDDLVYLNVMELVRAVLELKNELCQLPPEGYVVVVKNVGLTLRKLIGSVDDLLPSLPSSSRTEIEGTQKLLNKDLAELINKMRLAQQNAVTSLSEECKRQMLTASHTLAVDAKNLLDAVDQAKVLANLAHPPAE
# Numbers without * were called inactive; . = no result given.
No.	canonical_smiles	PLAP act	E coli WT exp	EphB4 antag	CYP2C9 activ	CYP2C19 inhib	CYP2C9 inh	PostGolgi yeast	CYP2C19 activ	Pyk2 oligo antag
1	O=C(c1ccc(S(=O)(=O)N2CCCCCC2)cc1)N1CCC(CN2C(=O)c3cccc4cccc(c34)C2=O)CC1	.	-5	-1	.	.	.	16	.	1.1
2	COc1cc(NC(=O)C2C3C=CC(C3)C2C(=O)O)c(OC)cc1Cl (stereo not drawn)	0.9	4	-3	1.2	-13	-19	2	1.1	0.03
3	Cc1cc(C(=O)OCC(=O)Nc2cccc(S(=O)(=O)N3CCOCC3)c2)c(C)o1	1.7	5	3	0.2	73*	83*	1	0.3	-0.84
4	CCc1ccc2nc(N3C(=O)C(O)=C(C(=O)c4ccco4)C3c3cccs3)sc2c1 (stereo not drawn)	.	-14	-6	.	.	.	-3	.	0.4
5	CN1CCN(c2ccc(NC(=O)CSc3ccccc3)cc2F)CC1	1.2	0	2	1.2	19	-23	-6	0.8	-0.09
6	FCCCOc1ccc(/C=N/OCc2ccc(Cl)cc2Cl)cc1	0.8	2	-1	0.9	4	12	4	1	0.5
7	COc1ccc(S(=O)(=O)N2CCCC(C(=O)NCc3ccco3)C2)cc1Cl (stereo not drawn)	1.2	-4	-6	1.5	33	-45	-3	0.7	0.33
8	COc1ccc(OCc2nnc(SC(C)C(=O)Nc3nccs3)n2-c2ccccc2)cc1 (stereo not drawn)	1	-1	8	0.4	50	60*	2	0.5	-0.91
9	O=C(Cn1ncc2c(=O)oc3ccccc3c21)NCCC1=CCCCC1	0.9	-8	-1	0.8	59*	24	2	0.4	0.47
10	Cc1nc(-c2cccnc2)sc1C(=O)Nc1ccc(F)cc1F	0.8	1	-8	1	19	0	3	0.8	-0.11
11	O=C(OCC1CCCN2CCCCC12)c1ccc2c(c1)OCO2 (stereo not drawn)	1.4	-22	5	1	6	5	6	0.9	-0.37
12	CCn1cc(C(=O)C(F)(F)F)c2ccccc21	0.9	1	-1	2.3*	7	-131	13	0.9	0.31
13	CC1(C)C(N(O)C(=O)Nc2ccc(Cl)cc2)N(c2ccc(Cl)cc2)C(=O)N1CC(=O)NN (stereo not drawn)	2*	7	6	0.6	35	41	-3	0.6	0.53
14	Cc1ccccc1N1CCN(CCCN2C(=O)CC(=C(c3ccccc3)c3ccccc3)C2=O)CC1	1.4	-17	3	0.5	73*	50*	-6	0.3	0.44
15	CCOC(=O)C1CCN(C(=O)c2ccccc2Oc2ccccc2)CC1	1.5	-1	1	0.1	85*	92*	-2	0.2	-0.08
16	CCOC(=O)c1cc2occc2n1CC(=O)Nc1ccc(OC)cc1OC	1	-2	.	0.6	37	37	0	0.6	0.08
17	O=C(c1ccc(Cl)cc1)C(Cn1cncn1)C(Sc1ccccc1)c1ccccc1 (stereo not drawn)	1.1	-10	1	0	98*	100*	6	0	-2.1
18	COc1ccc(-c2nnc(-c3cccnc3)o2)cc1OC	0.9	-2	-3	1	18	3	-6	0.8	-0.04
19	O=C1CC(c2ccccc2)n2nc(NC(=O)C3CCCO3)nc2N1 (stereo not drawn)	1.1	-9	1	0.2	91*	79*	-12	0.1	-0.16
20	O=C1OCCC1Sc1nc(-c2ccccc2)cs1 (stereo not drawn)	1.1	11	5	2.1*	87*	-109	-5	0.1	1.6
21	COc1ccc(C(=O)N(CCN2CCOCC2)CC(=O)NC2CCCC2)cc1OC	1.2	-4	-7	1.1	-7	-13	4	1.1	0.93
22	O=C(CN1C(=O)NC2(CCCCCC2)C1=O)Nc1ccc(S(=O)(=O)N2CCOCC2)cc1	1.2	-1	2	0.8	-5	16	0	1.1	0.27
23	Cn1c(=O)c2c(nc(N3CCOCC3)n2Cc2c(F)cccc2Cl)n(C)c1=O	1.1	0	3	0.7	-1	29	-3	1	0.69
24	Cc1ccc(-c2nn3c(C)nnc3s2)cc1NCc1c(F)cccc1Cl	0.9	-5	-3	0.3	68*	74*	33*	0.3	-3.5*
25	CC(C)(C)n1nnnc1C(c1cccnc1)N(Cc1ccccc1)Cc1ccco1 (stereo not drawn)	1.4	-8	-4	0.3	44	73*	-1	0.6	-0.69
26	CCOC(=O)C1CCN(C(=O)CCS(=O)(=O)c2ccc3c(c2)CCN3C(C)=O)CC1	1.4	6	-2	1.2	5	-17	0	1	0.4
27	Cc1cccc(S(=O)(=O)c2c(N)n(/N=C/c3ccccc3)c3nc4ccccc4nc23)c1	1.4	-12	0	0.5	2	55*	0	1	-0.44
28	CCC(=O)Nc1cccc(C(=O)/C=C/c2cc(Br)ccc2OC)c1	1.5	-13	-3	1.1	62*	-11	4	0.4	-2.7
29	FCCCOc1ccc(-c2nccc(-c3ccc(F)cc3)n2)cc1	1.4	-7	0	0.2	54*	81*	5	0.5	0.51
30	CO/N=C/NC(=O)c1cn(-c2ccc(F)cc2)c(=O)c2ccccc12	1.1	-1	-6	0.9	14	6	5	0.9	2.1

# Of the compounds above, 3 have two or more sulfur atoms.
No.	canonical_smiles	PLAP act	E coli WT exp	EphB4 antag	CYP2C9 activ	CYP2C19 inhib	CYP2C9 inh	PostGolgi yeast	CYP2C19 activ	Pyk2 oligo antag
4	CCc1ccc2nc(N3C(=O)C(O)=C(C(=O)c4ccco4)C3c3cccs3)sc2c1 (stereo not drawn)	.	-14	-6	.	.	.	-3	.	0.4
8	COc1ccc(OCc2nnc(SC(C)C(=O)Nc3nccs3)n2-c2ccccc2)cc1 (stereo not drawn)	1	-1	8	0.4	50	60*	2	0.5	-0.91
20	O=C1OCCC1Sc1nc(-c2ccccc2)cs1 (stereo not drawn)	1.1	11	5	2.1*	87*	-109	-5	0.1	1.6

# (continued)
No.	canonical_smiles	PLAP act	E coli WT exp	EphB4 antag	CYP2C9 activ	CYP2C19 inhib	CYP2C9 inh	PostGolgi yeast	CYP2C19 activ	Pyk2 oligo antag
31	Cc1ccc(NC(=S)N2CCC(N(C)CC3CCCO3)CC2)c(C)c1 (stereo not drawn)	1	5	10	1.1	-7	-6	16	1.1	3.5
32	O=C(O)CC1CCC(=C(Cl)Cl)C1 (stereo not drawn)	1	44	3	1	6	-3	4	0.9	2.9
33	O=C(COc1ccc(F)cc1)NCC1CCCO1 (stereo not drawn)	1	0	6	1.3	-16	-32	-1	1.2	-0.07
34	COc1ccc(C(c2nnnn2C2CCCC2)N2CCN(C3CCCC3)CC2)cc1OC (stereo not drawn)	1.3	-7	1	1	5	-4	-6	1	0.31
35	COc1cc(OC)cc(C(=O)NC2CC3CCC(C2)N3Cc2ccco2)c1 (stereo not drawn)	1	7	1	1	0	1	4	1	-0.18
36	Cc1cc2cc(CCNC(=O)CC(C)(C)C)c(=O)[nH]c2cc1C	1.1	-11	.	1.2	-11	-16	-9	1.1	.
37	Cc1nn(-c2ccccc2)c2sc(C(=O)O)cc12	1	-7	.	1.2	-3	-16	-2	1	0.47
38	CCCCn1cnc2cc(NCc3ccncc3)ccc21	1	10	1	0.4	56*	62*	-2	0.4	-0.62
39	c1coc(-c2nc3c([nH]2)CCc2nonc2-3)c1	1	19	2	1.1	-18	-8	-4	1.2	1.1
40	Cc1cccc(C(=O)Nc2onc(C)c2C#N)c1	1.1	-5	-1	0.8	-15	16	23	1.2	-0.03
41	COc1cc(Cl)c(C)cc1NC(=O)CSc1nnc(-c2ccco2)n1CC(C)C	1.9	-9	-6	0.2	96*	83*	3	0	-0.46
42	COc1ccc(C2/C(=C(/O)c3ccccc3)C(=O)C(=O)N2CO)cc1 (stereo not drawn)	1	3	-6	0.9	10	10	-3	0.9	0.95
43	CCCC(=O)OCC(=O)Nc1cc(C(C)(C)C)nn1-c1ccccc1	1.2	-3	-5	0.9	10	6	16	0.9	0.99
44	CC(C)(C)NC(=O)C(c1ccccc1)N(C(=O)c1ccco1)C1CC1 (stereo not drawn)	1.2	3	1	1	-2	4	-5	1	-0.75
45	COCC(=O)Nc1cc(C(=O)Nc2ccccc2C)ccc1Cl	1.1	-3	2	0.7	17	30	-2	0.8	0.3
46	CCCCN(CC)C(=O)c1cccc(Cl)c1	1.1	5	2	0.8	71*	18	1	0.3	-0.22
47	CCOC(=O)N1CCN(C(=O)C2CCCN(c3nc4ccc(OCC)cc4s3)C2)CC1 (stereo not drawn)	1.6	-3	.	0.7	7	33	-3	0.9	.
48	CC(C)Cc1cc(C(=O)Nc2cc(C(F)(F)F)ccc2Cl)no1	0.9	-8	9	2.7*	10	-170	-8	0.9	1.4
49	O=C(NC(Cc1ccc2c(c1)OCO2)C(=O)N1CCCC1C(=O)O)c1ccccc1 (stereo not drawn)	1.3	-3	-5	1	-1	3	2	1	0.95
50	CCCCOc1ncnc2c1[nH]c1ccccc12	0.9	-1	-6	0.8	40	24	3	0.6	-0.21
51	CCC(CO)NC(=O)c1cc2c(s1)CCC2 (stereo not drawn)	0.8	7	-4	1.1	9	-6	31*	0.9	-0.14
52	Cc1nn(C)c(C)c1S(=O)(=O)NCc1cccs1	1	3	-2	1	11	-4	3	0.9	-0.4
53	Cc1c(Cl)cccc1NC(=O)c1nc(C)n(-c2cc(OC(C)C)c(Cl)cc2Cl)n1	1	-10	4	0.2	7	83*	6	0.9	1.2
54	Cc1cccc(C)c1NC(=O)CSc1nnc(-c2ccncc2)n1Cc1ccco1	1	2	9	0.3	73*	67*	-18	0.3	2.6
55	Cc1c(NC(=O)CSc2ccccc2C(=O)Nc2cccnc2)c(=O)n(-c2ccccc2)n1C	1.1	-5	8	0.9	-6	9	9	1.1	0.48
56	CCCCn1c(SCC(=O)Nc2nnc(CC)s2)nc2ccccc2c1=O	0.9	-8	.	0.8	2	16	3	1	0.01
57	O=C(Nc1ccc(Oc2ccccc2)cc1)C1CCCN(c2ncccn2)C1 (stereo not drawn)	0.8	-2	0	0.9	13	10	-10	0.9	-0.4
58	COc1cc(/C=C(/NC(=O)c2ccccc2)C(=O)Nc2cccc(O)c2)c([N+](=O)[O-])cc1OC	0.9	-2	-4	0.8	6	17	-17	0.9	0.07
59	COC(=O)CNC(=O)c1c(C)cc(=O)oc1C	0.8	0	1	1.3	4	-30	-3	1	-0.24
60	CCOC(=O)CSc1nnnn1-c1cc(OC)c(Cl)cc1OC	1	-2	8	1	23	0	5	0.8	0.31
61	COc1ccccc1C(=O)n1nc(-c2ccc(Cl)cc2)nc1N	0.9	-7	-7	0.5	36	46	-3	0.6	-2.2
62	CCc1ccc(N2C(=O)c3sc4nnc(-c5ccccc5)c(=O)n4c3C2=O)cc1	1.5	2	1	0.4	14	64*	-5	0.9	-0.38
63	CCc1ccc(S(=O)(=O)NCCc2cn3ccccc3n2)s1	1.9	19	-13	1	26	2	-1	0.7	0.41
64	CC1CCCC(NC(=O)CN(C)S(=O)(=O)c2cccc3cccnc23)C1C (stereo not drawn)	1.6	3	0	2.1*	59*	-114	2	0.4	.
65	O=C1c2ccccc2NC(c2ccc(-c3ccc(Br)cc3)o2)N1O (stereo not drawn)	0.9	42	5	0.6	4	38	4	1	-0.76
66	Cc1cc2ccccc2c(=O)n1CC(=O)Nc1ccc2c(c1)OCCO2	1.1	8	1	0.4	56*	63*	-5	0.4	1.1
67	Cc1ccc(C)c(NC(=O)CS(=O)(=O)c2c[nH]c3ccccc23)c1	0.9	-1	1	3.1*	70*	-212	4	0.3	0.08
68	COCCNC(=O)c1csc2c1CCCC2	1	0	2	1.3	-3	-25	-3	1	1.3
69	Cc1ccc(NC2=C(N3CCOCC3)C(=O)c3ccccc3C2=O)cc1	1.1	-3	7	0.4	44	57*	-4	0.6	-0.77
70	C=CCNC(=O)c1ccccc1NC(=O)c1cccc2ccccc12	0.9	5	-5	0.9	43	10	-1	0.6	-0.3
71	O=C(c1ccc2nc3ccc(Cl)cc3c(=O)n2c1)N1CCOCC1	1.1	-7	-8	0.9	8	9	1	0.9	-0.49
72	O=C(O)c1ccc(-n2c(-c3ccccc3)n[nH]c2=S)cc1	1	-6	10	0.9	6	8	2	0.9	0.25
